CSN deneddyl inh: inhibitors of CSN-mediated cullin deneddylation, primary screen, biochemical, fluorescence polarization, uHTS; COP9 signalosome complex subunit 5 (Homo sapiens), Q92905; Purified CSN, SCF-Nedd8-OG deneddylation; inhibition, % at 12.5 µM; 360,000 tested, 0.38% active;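 active means pattern-corrected inhibition above about 35%, with an unprinted fluorescence ratio check between 0.5 and 1.5, limit read from the data, passing the limit was not always enough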;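 further: 0% = enzyme with substrate and 100% = substrate without enzyme; some results filed as inactive read as strong as hits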
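test system = HEK293T-derived human Csn5 enzyme | amount = 0.24 nM Csn5 enzyme, final concentration | medium = Tris/NaCl/DTT buffer, pH 7.5 | schedule = 90 min reaction at room temperature | signal = FP | evaluation = inhibition of Csn5 cleavage, % | compound dosing = single dose of 12.5 µM compound with 0.25% DMSO | probe or stimulus = 10 nM SCFSkp2-Nedd8OG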
Rin1 Abl inh: inhibitors of Rin1-Abl protein binding, primary screen, biochemical, TR-FRET; Tyrosine-protein kinase ABL1 (Homo sapiens) + Ras and Rab interactor 1 (Homo sapiens), …; inhibition, % at 7.35 µM; 360,000 tested, 0.4% active; in the data active means inhibition above about 5%, passing the limit was not always enough
MsrA inh: bovine MsrA enzyme inhibitors, primary screen, biochemical, absorbance, HTS; Methionine sulfoxide reductase A (Bos taurus); inhibition, % at 15.5 µM; AID 651718, 2012; purified bovine MsrA, absorbance read-out; 360,000 tested, 0.75% active; in the data active means inhibition above about 4.5%;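 further: 0% = vehicle wells with enzyme and 100% = reference inhibitor wells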
MLLE-PAM2 inh: inhibitors of PABP1 MLLE–PAM2 peptide binding, primary screen, biochemical, fluorescence polarization, FITC-PAM2, GST-MLLE | Polyadenylate-binding protein 1 (Homo sapiens), P11940 | inhibition, % at 20 µM | 360,000 tested, 0.36% active; in the data active means inhibition above about 35%, passing the limit was not always enough;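 further: plate controls were DMSO wells with GST-MLLE for no effect and wells lacking GST-MLLE protein for full effect; some results filed as inactive read as strong as hits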
Target sequence (P11940 whole entry, looked up): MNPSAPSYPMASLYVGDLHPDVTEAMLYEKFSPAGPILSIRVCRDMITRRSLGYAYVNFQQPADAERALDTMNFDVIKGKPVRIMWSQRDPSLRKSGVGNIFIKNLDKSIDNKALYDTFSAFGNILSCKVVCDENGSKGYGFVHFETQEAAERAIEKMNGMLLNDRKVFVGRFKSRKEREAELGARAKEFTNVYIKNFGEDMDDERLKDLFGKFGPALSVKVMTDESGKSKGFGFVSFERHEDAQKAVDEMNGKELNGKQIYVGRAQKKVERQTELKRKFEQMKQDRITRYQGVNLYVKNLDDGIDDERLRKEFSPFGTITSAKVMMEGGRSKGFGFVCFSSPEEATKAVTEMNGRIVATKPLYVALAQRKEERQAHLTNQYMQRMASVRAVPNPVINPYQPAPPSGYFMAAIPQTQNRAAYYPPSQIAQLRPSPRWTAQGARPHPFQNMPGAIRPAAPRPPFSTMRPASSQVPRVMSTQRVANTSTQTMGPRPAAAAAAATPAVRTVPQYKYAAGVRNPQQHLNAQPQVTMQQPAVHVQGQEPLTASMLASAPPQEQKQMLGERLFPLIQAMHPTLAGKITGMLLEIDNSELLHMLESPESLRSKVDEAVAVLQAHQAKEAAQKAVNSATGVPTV
bovine MsrA act: bovine MsrA enzyme activators, primary screen, biochemical, absorbance, HTS; purified bovine MsrA, absorbance read-out; 360,000 tested, 0.3% active; AID 602163, 2012; activation, % at 10.6 µM; in the data active means activation above about 7.5%;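 further: 0% = vehicle and 100% = reference activator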
FAS-TE inh: FAS thioesterase domain inhibitors, primary screen, biochemical, fluorescence intensity, uHTS; Fatty acid synthase (Homo sapiens), P49327; recombinant FAS-TE, OMFH fluorogenic substrate, fluorescence endpoint; inhibition, % at 15 µM; 360,000 tested, 0.67% active; AID 602261, 2012;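 active means compounds whose normalised, plate-corrected inhibition of enzyme fluorescence in the single-dose primary screen is 50% or more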;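 further: 0% = DMSO with enzyme and 100% = substrate without enzyme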
Rpn11 block: Rpn11 (PSMD14) deubiquitinase inhibitors, primary screen, biochemical, fluorescence polarization, uHTS; human 26S proteasome, Ub4-pepOG fluorescence polarization; 20S core pre-blocked with epoxomicin; 26S proteasome non-ATPase regulatory subunit 14 (Homo sapiens), O00487; 360,000 tested, 0.59% active; calls only at 20 µM;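 active means inhibition at 20 µM, scaled to each plate's controls, above about 33%, limit read from the data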
Target sequence (O00487 whole entry, looked up): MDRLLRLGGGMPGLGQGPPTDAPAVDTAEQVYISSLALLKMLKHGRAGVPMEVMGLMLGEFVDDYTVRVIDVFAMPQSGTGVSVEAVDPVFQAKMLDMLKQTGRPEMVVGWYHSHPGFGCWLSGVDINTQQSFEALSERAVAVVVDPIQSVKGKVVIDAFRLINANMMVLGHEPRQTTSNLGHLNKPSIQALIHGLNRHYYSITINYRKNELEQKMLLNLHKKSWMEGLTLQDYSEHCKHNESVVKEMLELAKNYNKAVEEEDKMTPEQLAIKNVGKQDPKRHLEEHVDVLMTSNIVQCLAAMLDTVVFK
MT1-MMP act inh: blockers of MT1-MMP proenzyme processing, primary screen, HT1080 RFP-PRO-GFP cells, GFP/RFP fluorescence; 360,000 tested, 0.061% active; GFP/RFP ratio change, % at 20 µM; GFP/RFP ratio fluorescence, overnight; percent of plate control window, DMSO zero; Matrix metalloproteinase-14 (Homo sapiens), P50281;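 active means GFP/RFP ratio change of at least 30% with cell ATP level not reduced by more than half and red fluorescence within 50% of control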; further: strong numbers were not always called active
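Assay system – RFP-PRO-GFP reporter HT1080 cells · Compound dosing – single dose of 20 µM compound, 1% DMSO final · Incubation – overnight compound exposure at 37 °C · Measure – GFP/RFP fluorescence ratio · Benchmarks – DMSO wells and RFP-L50D-GFP cells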
eLon inh: inhibitors of E. coli Lon protease, primary screen, biochemical, fluorescence polarization. P0A9M0. purified E. coli Lon protease. inhibition, % at 7.94 µM. 360,000 tested, 0.42% active. AID 602123, 2011; in the data active means inhibition above about 13%, passing the limit was not always enough;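 further: 0% = enzyme with probe and DMSO and 100% = no enzyme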
* hit, by the source's call; i = inactive; / = not tested or not shown; + = active, no number.

SMILES	CSN deneddyl inh	Rin1 Abl inh	MsrA inh	MLLE-PAM2 inh	bovine MsrA act	FAS-TE inh	Rpn11 block	MT1-MMP act inh	eLon inh
O=C(c1ccc(Cl)cc1)C1CCCN(Cc2cccc3ncccc23)C1 (centres undefined)	3.3	-3.0	0.2	16.5	-0.4	16.2	i	-3.5	-4.4
Cc1ccc(NS(=O)(=O)c2ccc(OCC(=O)N3CCN(C)CC3)cc2)cc1	0.5	3.5	-0.9	-1.7	-5.8	-6.9	i	-1.7	0.4
O=C(O)C1C2c3ccccc3C(c3ccccc32)C1C(=O)Nc1ccccc1 (centres undefined)	1.5	2.0	-1.0	1.8	-5.2	1.1	i	-5.9	-1.1
CCN1CCN(c2ccc(N)cc2C)CC1	16.8	-5.4	-1.4	5.6	-2.7	-2.7	i	1.1	-8.1
O=S(=O)(c1ccc(Cl)cc1)N1CC1c1ccccc1 (centres undefined)	2.5	-0.4	-0.7	5.2	-5.2	3.6	i	0.6	4.5
CC1=C2CCC3C(CCC4=CC(=O)CCC43C)C2CC1 (centres undefined)	-6.2	2.7	-0.4	-20.4	-7.0	16.2	i	2.5	-2.6
C[Se]C[C@@H](N)C(=O)O	-1.0	-1.6	-0.9	-112.4	-2.6	-5.4	i	-6.0	-1.0
CC(=O)N1CCC2(CC1)CC(=O)c1cc(OCC(=O)N3CCC4(CC3)OCCO4)ccc1O2	0.3	-1.0	-0.9	-14.8	2.8	-1.2	i	5.1	-13.8
CCc1ccccc1NC(=O)CN1CCN(C(=O)COc2ccccc2C#N)CC1	-5.1	4.3	-0.1	-9.6	-1.6	-6.1	i	2.8	-6.8
CC1C(c2cccs2)=[N+]([O-])C(C)(C(=O)c2ccc(F)cc2)N1O (centres undefined)	-0.3	-4.2	-0.1	10.7	6.0	-7.7	i	3.4	3.4
COc1cccc(C(c2nnnn2C2CCCCC2)N2CCC3(CC2)C(=O)NCN3c2ccccc2)c1OC (centres undefined)	5.7	3.2	-1.2	-1.3	4.7	16.8	i	7.8	-10.1
Cc1ccc(N2C(=O)NC(=O)/C(=C\c3cc(C)n(-c4ccc(C(=O)O)cc4)c3C)C2=O)cc1	-3.0	0.1	0.3	3.0	-1.6	-5.1	i	-7.0	-26.1
CCCCC/C(=N\O)c1c[nH]c2ccccc12	2.0	0.0	-1.0	-12.7	-3.4	-86.4	i	-2.8	-2.2
CC(=NCCO)c1c(O)n(C2CCCCC2)c(=O)[nH]c1=O	1.4	-4.5	0.4	-3.3	0.3	-7.4	i	-0.6	-1.6
O=C(COC(=O)Cc1ccccc1)Nc1ccc(F)cc1	1.9	3.9	-1.9	-14.2	-3.1	-4.0	i	3.5	-4.9
CCC1CN(C)CCC1(OC(C)=O)c1ccccc1 (centres undefined)	2.1	-0.7	2.0	-12.2	-3.1	-3.2	i	3.5	0.6
S=C(c1ccc(Cl)cc1)N1CCOCC1	2.7	-3.5	0.7	44.4*	-4.5	-6.3	i	3.4	-8.8
O=C(Nc1ccc(F)cc1)c1c(O)c2c(n(Cc3ccccc3)c1=O)CCCC2	-2.3	5.5	-0.9	-0.9	-6.6	37.2	i	1.6	-7.8
COc1ccc(CC(=O)N2C[C@H]3C[C@@H](C2)c2cccc(=O)n2C3)cc1	-3.5	1.1	0.1	2.1	0.6	-4.9	i	1.3	2.4
O=c1c2ccccc2nc(-c2ccco2)n1-c1ccc(Br)cn1	-0.2	-4.2	3.2	9.2	-14.7	-5.9	i	-6.0	0.7
CN(C)c1cccc(CN2CCN(c3ccccc3)CC2)c1	-1.9	3.6	0.3	3.2	-4.2	-6.2	i	3.5	3.7
FC(F)(F)c1ccc(CNCCc2ccc3c(c2)OCO3)cc1	4.7	2.0	0.7	-1.2	-6.0	8.7	i	1.6	-8.1
CCCCCCN=C(C)c1c(O)n(Cc2ccccc2)c(=O)[nH]c1=O	-2.4	-3.4	0.5	-8.0	0.1	2.9	i	-7.3	3.8
COc1ccc(CNCCc2c(C)[nH]c3ccc(OC(F)(F)F)cc23)c(OC)c1	2.4	2.3	-1.0	0.0	0.4	-7.9	i	-11.9	-0.5
CCCCN=Cc1c(O)n(-c2c(C)cc(C)cc2C)c(=O)[nH]c1=O	10.7	2.4	-1.2	-60.8	0.5	-8.0	i	-11.3	-19.3
Clc1ccc(N2CCN(Cc3ccccc3Cl)CC2)cc1	9.1	5.8	0.0	5.7	-0.5	21.9	i	-0.8	-2.0
Cc1cc(N)n(C2CCN(C)CC2)n1	-3.0	1.5	0.3	-4.4	-8.4	-9.4	i	-9.4	-5.9
CCOc1ccc(-c2cc(C(=O)N3CCC4(CC3)OCCO4)c3ccccc3n2)cc1	1.4	2.2	2.3	3.0	-0.8	4.6	i	5.7	11.2
O=C(COc1ccc2ccccc2c1)N1CCN(Cc2ccncc2)CC1	2.1	3.0	0.1	14.3	-3.5	-8.1	i	4.4	1.7
CC1=NCCc2c1[nH]c1ccccc21	18.1	-1.6	0.9	-67.0	-10.8	-21.4	+	-8.9	-21.7

Compound profiles (already shown):
CCCCN=Cc1c(O)n(-c2c(C)cc(C)cc2C)c(=O)[nH]c1=O as listed: CSN deneddyl inh = 10.7; Rin1 Abl inh = 2.4; MsrA inh = -1.2; MLLE-PAM2 inh = -60.8; bovine MsrA act = 0.5; FAS-TE inh = -8.0; Rpn11 block = i; MT1-MMP act inh = -11.3; eLon inh = -19.3
CCCCCCN=C(C)c1c(O)n(Cc2ccccc2)c(=O)[nH]c1=O as listed: CSN deneddyl inh = -2.4; Rin1 Abl inh = -3.4; MsrA inh = 0.5; MLLE-PAM2 inh = -8.0; bovine MsrA act = 0.1; FAS-TE inh = 2.9; Rpn11 block = i; MT1-MMP act inh = -7.3; eLon inh = 3.8

(list continues)
SMILES	CSN deneddyl inh	Rin1 Abl inh	MsrA inh	MLLE-PAM2 inh	bovine MsrA act	FAS-TE inh	Rpn11 block	MT1-MMP act inh	eLon inh
Cc1ccc(N2C(=O)NC(=O)/C(=C\c3cccn3C(C)(C)C)C2=O)cc1	7.9	-3.7	-0.1	-25.0	-2.7	-5.9	i	-9.1	-13.9
O=C(Nc1nc(-c2ccccc2)c(-c2ccccc2)s1)c1ccc(S(=O)(=O)N(CCCl)CCCl)cc1	0.3	-0.8	-0.8	5.0	-2.2	34.3	i	-3.9	-5.0
Cc1nc2cc(C(=O)N3CCC4(CC3)OCCO4)ccc2n1-c1ccc(Br)cc1	-4.8	1.0	0.6	-2.3	-0.7	-2.4	i	0.2	-10.2
Cn1c(O)c(/C=C2\N=c3ccccc3=C2CCNC(=S)NC2CC2)c(=O)n(C)c1=O	3.8	0.6	1.1	-56.3	-8.2	-3.5	i	-3.5	3.8
CC(OC(=O)c1cn(C)c2ccccc12)C(=O)N1CCCC1 (centres undefined)	3.6	0.4	-0.9	-8.3	-12.6	-1.4	i	2.8	-13.8
CCOc1cc2c(cc1OCC)-n1cccc1C(c1cccc(F)c1)NC2 (centres undefined)	-0.7	0.4	-0.3	8.4	-3.4	6.8	i	-2.6	1.0
CCCn1nc2ccccc2c1P(=O)(N1CCOCC1)N1CCOCC1	0.5	-2.9	-0.2	7.1	0.1	-2.2	i	/	4.4
Cc1cccc(OP(=O)(Nc2ccc(F)cc2)Oc2cccc(C)c2)c1	1.5	-0.5	-0.1	-1.5	-0.5	23.7	i	3.1	3.5
COc1ccc2nc(NC(=O)CCc3nc(C4=CCN(C)CC4)no3)sc2c1	1.4	75.2*	/	-4.9	1.2	-3.6	i	-4.3	-9.5
N#CC(C#N)=C(N)c1cccnc1	-4.1	2.3	0.4	-1.1	-3.9	2.2	i	-0.9	-2.8
COc1ccc(N2C(=O)CC(N3CCC(n4c(=O)[nH]c5ccccc54)CC3)C2=O)cc1 (centres undefined)	-5.6	0.6	-0.6	4.5	-2.3	-5.3	i	2.8	-6.4
CCOC(=O)C1=C(N)OC(C)=C(C(=O)OCCOC)C12C(=O)Nc1ccccc12 (centres undefined)	4.3	3.3	0.3	3.9	1.9	-5.8	i	6.9	3.0
Cn1c(O)c(/C=N/N2CCOCC2)c(=O)n(-c2ccccc2)c1=S	0.7	0.0	0.4	4.3	-2.4	-3.1	i	-7.2	-9.0
O=C(NCC(c1cccnc1)N1CCOCC1)Oc1ccccc1 (centres undefined)	5.8	2.9	0.7	8.5	-2.3	-12.4	i	-2.2	-2.1
O=C(c1ccc(C(F)(F)F)cc1)C1CCCN(Cc2ccc(CO)o2)C1 (centres undefined)	0.4	-2.5	2.0	1.6	-3.4	-7.9	i	-0.1	-0.3
CCCN(CC1CC1)CC(O)c1ccccc1 (centres undefined)	-0.4	1.6	-0.5	4.4	-1.3	-8.3	i	2.0	4.0
CCCC1CCCCC12C(=O)NC(=O)NC2=O (centres undefined)	-2.6	-0.9	0.0	-3.9	-1.6	-2.1	i	2.7	1.4
O=c1[nH]c2ccccc2n1C1CCN(C(CCc2ccccc2)c2nnnn2-c2ccc3c(c2)OCCO3)CC1 (centres undefined)	-2.5	2.8	1.9	-11.1	-3.6	88.7*	i	-26.5	-5.0
Cc1cccc(OP(N)(=O)Oc2cccc(C)c2)c1	2.7	-2.2	-0.7	7.5	-3.7	-2.2	i	1.9	-0.6
COc1ccc(OC(=O)N(C)C[C@@H]2OCc3cnnn3CCCC(=O)N([C@@H](C)CO)C[C@H]2C)cc1	-4.3	-1.1	-0.5	-2.4	-4.9	-5.0	i	-0.1	2.7
Cc1cccc(-n2c(/C=C/c3ccc([N+](=O)[O-])o3)nc3ccccc3c2=O)c1	116.9	-0.1	-0.8	-209.3	-4.4	18.6	/	-133.6	-1.4
Cc1ccc(CS(=O)(=O)CCC(=O)N2CCC3(CC2)OCCO3)cc1	-1.6	-3.0	-0.5	0.2	-0.4	-8.1	i	-8.4	-4.0
Cc1cc(C)n(CCOC(=O)C2C(C=C(Cl)Cl)C2(C)C)n1 (centres undefined)	-5.1	-2.7	-0.8	-1.9	-7.8	8.4	i	2.0	-0.5
Cc1ccc(CC2C(=O)N(C)C(=O)N(C)C2=O)s1	0.9	-3.3	-0.3	34.9	-1.2	-2.4	i	1.9	-0.9
CSCc1nnc2n1-c1ccc(Cl)cc1C(c1ccccc1)=NC2	2.7	-1.7	-0.7	10.2	-4.6	-8.1	i	-0.4	-2.2
O=c1[nH]c(=O)n(Cc2ccc(F)cc2)c(O)c1C=NCc1cccnc1	-3.0	4.1	-1.3	-5.0	-1.8	-4.9	i	3.6	-7.4
O=C1NC(=S)N(c2ccccc2)C(=O)/C1=C/c1ccco1	53.3*	4.5	1.0	-8.4	-2.6	-2.8	+	-19.7	-63.5
COCCOC(=O)c1c(C)n(C)c2ccc(OC(=O)N(C)C)cc12	-0.2	-2.2	0.5	0.4	0.8	-11.8	i	13.6	1.6

Bioassay records as filed in PubChem.

This is a subset, so the mix of outcomes need not match the whole.
